Cardiac RTF inh = cardiac RTF calcium desensitization. P19429+P45379. IANBD-labeled cardiac RTF, Ca2+ fluorescence. inhibition, % at 7.15 µM. 340,000 tested, 0.12% active;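 active = inhibition above the mean inhibition of all tested compounds plus 3 SD, cut at about 17% in these data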;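 also: assay run at fixed EC70 calcium of 1.6 mM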
CAL PDZ FP-1 = blocks peptide binding to the human CAL PDZ domain; Q9HD26; purified CAL PDZ, TMR-peptide fluorescence polarization, 1 h; inhibition, % at 24.9 µM; 300,000 tested, 0.92% active; AID 602252;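 active = mean inhibition of at least 30% with at least half of replicates also reaching 30%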;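 also: 0% = DMSO neutral control and 100% = excess unlabeled competitor peptide PRC23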
V-ATPase pHluor = alters yeast V-ATPase proton transport | S. cerevisiae, pHLuorin cytosolic pH fluorescence | response, % at 10 µM | 350,000 tested, 0.37% active; in the data active = response mostly above about 7.3%, no sharp cut-off; inactive = mostly below about 5.4%; also: actives read high; inactives centre near 0; some compounds called inactive have numbers as strong as hits; reference of the scale not given here
Keap1-Nrf2 PPI = inhibitors of human Keap1-Nrf2 protein-protein interaction | Q14145 | inhibition, % at 9.4 µM | Keap1 Kelch-Nrf2 peptide fluorescence polarization, 1536-well | 340,000 tested, 0.15% active | AID 504523; in the data active = inhibition above about 12%;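 also: human Keap1 Kelch domain with fluorescein labeled Nrf2 9mer peptide probe; 0% = neutral control wells and 100% = peptide positive control; higher means more block of Keap1 binding to Nrf2 peptide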
LANA DNA inh = blocks KSHV LANA C-terminal domain binding to DNA. MBP-C-LANA/FAM-LBS DNA binding, fluorescence polarization. inhibition, % at 9 µM. 340,000 tested, 0.078% active. AID 504423;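 active = highest replicate inhibition at or above 60% at 9 µM, even if other replicates fall short; inactive = all replicates below 60% inhibition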;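 also: 0% = neutral control wells and 100% = 4 µM acridine orange control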
DSG3 Ab inh = human desmoglein-3 autoantibody binding inhibition; DSG3-coupled beads, scFv-anti-DSG3-GFP binding, flow cytometry; active compounds read low; binding (percent of control), % at 10 µM; 310,000 tested, 0.48% active; AID 588358;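 active = binding more than 3 SD below its plate's average and above zero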;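 also: hits lower antibody fragment binding to DSG3; some compounds called inactive have numbers as strong as hits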
DAGLB inhibitor = diacylglycerol lipase beta (human) inhibition. Q8NCG7. HEK293T DAGLB membrane lysate, EnzChek fluorogenic substrate. 340,000 tested, 0.059% active. inhibition, % at 5.17 µM; in the data active = inhibition above about 34%;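 also: 0% = enzyme with vehicle and 100% = wells lacking enzyme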
Target sequence (Q8NCG7 whole entry, looked up): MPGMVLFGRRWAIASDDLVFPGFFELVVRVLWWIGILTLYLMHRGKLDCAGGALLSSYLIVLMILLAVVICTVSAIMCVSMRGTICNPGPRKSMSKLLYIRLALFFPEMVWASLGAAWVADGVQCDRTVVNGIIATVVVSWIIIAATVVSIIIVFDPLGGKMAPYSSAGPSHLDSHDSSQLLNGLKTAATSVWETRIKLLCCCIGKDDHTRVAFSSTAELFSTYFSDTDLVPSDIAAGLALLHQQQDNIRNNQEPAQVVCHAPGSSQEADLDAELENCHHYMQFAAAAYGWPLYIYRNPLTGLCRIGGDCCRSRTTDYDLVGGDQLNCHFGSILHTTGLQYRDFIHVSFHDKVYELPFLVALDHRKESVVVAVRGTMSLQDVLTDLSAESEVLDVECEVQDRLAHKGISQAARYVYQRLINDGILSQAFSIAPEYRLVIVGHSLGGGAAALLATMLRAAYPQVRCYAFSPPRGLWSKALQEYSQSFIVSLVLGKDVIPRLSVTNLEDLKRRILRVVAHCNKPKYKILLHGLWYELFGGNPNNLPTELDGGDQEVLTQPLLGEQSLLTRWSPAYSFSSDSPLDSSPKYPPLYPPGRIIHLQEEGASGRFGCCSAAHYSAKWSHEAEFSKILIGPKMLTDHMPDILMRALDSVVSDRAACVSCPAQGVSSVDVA
NSD2 HMT inh = inhibitors of human histone methyltransferase NSD2 | 310,000 tested, 0.54% active | NSD2 peptide methylation, AlphaScreen, 120 min | inhibition, % at 12.5 µM | O96028; in the data active = inhibition above about 50%
CAL PDZ FP-2 = inhibitors of human CAL PDZ peptide binding; Q9HD26; 330,000 tested, 0.02% active; purified CAL PDZ, TMR-peptide fluorescence polarization, 1 h; AID 504414; inhibition, % at 20 µM;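 active = highest replicate inhibition of at least 40%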;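 also: plate controls were DMSO neutral control wells for no effect and unlabeled competitor peptide control wells for full effect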
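System: tagged CAL PDZ domain. Schedule: 1 h room-temperature incubation prior to read. Signal: fluorescence polarization (mP). Measure: percent inhibition from loss of millipolarization.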
Arr AP2 block = inhibitors of human beta-arrestin and AP2 interaction; FITC-arrestin peptide / GST-AP2 beads, flow cytometry; AP2 beta2 appendage carries R879A mutation; inhibition, % at 10 µM; 340,000 tested, 0.31% active;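 active = inhibition above a set limit, near 3 SD of compounds lacking own fluorescence, cut at about 54% in these data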;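 also: plate controls were DMSO wells for no effect and 5 µM unlabelled arrestin peptide for full effect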
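Test system: GST-tagged AP2 beta2-adaptin appendage (R879A) on 4 µm glutathione beads; also added: fluorescein-tagged arrestin peptide at 50 nM final; timing: 12 min plus 1 h, RT; signal: flow cytometry, FL1 (488/535 nm); read-out: percent drop in bead-associated FITC signal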
Active calls of the source: *; . = not tested or not shown. These rows are one share of the data; the hit share may differ from the screen's.

SMILES	Cardiac RTF inh	CAL PDZ FP-1	V-ATPase pHluor	Keap1-Nrf2 PPI	LANA DNA inh	DSG3 Ab inh	DAGLB inhibitor	NSD2 HMT inh	CAL PDZ FP-2	Arr AP2 block
C(=N\n1cnnc1)/c1nc2ccccc2[nH]1	2	2	3	0	0.1	.	1	1	-0.9	2
CCCNC(=O)C(Cc1cccc(Cl)c1)NC(=O)c1ccc(C#N)cc1 (centres undefined)	-9	-7	-1	0	0.6	100	2	.	-0.9	-5
Cc1ccc(-n2c(Cc3cccn3C)nnc2SCC(=O)N2CCN(c3ccccc3)CC2)cc1	-6	.	20*	-1	0.5	106	4	1	-1.1	7
Cc1ccc(CN(C(=O)c2ccco2)C2CCS(=O)(=O)C2)cc1 (centres undefined)	-4	-28	0	2	1.3	103	0	-3	-0.9	-8
COC(=O)c1ccc(Cn2cc(/C=C\[N+](=O)[O-])c3ccccc32)o1	-3	-6	6	-8	-2.6	112	-1	3	-0.5	34
Cc1cc(NC(=O)CSCC(=O)Nc2nc3ccccc3s2)no1	-6	-3	-4	6	-1.4	104	2	-5	-0.6	12
CCOc1ccc(-n2c(-c3ccccc3)c[nH]c2=S)cc1	-1	0	6	-3	0.2	96	3	2	0.4	9
Cc1ccc(Oc2c(C(N)=O)cc([N+](=O)[O-])cc2[N+](=O)[O-])cc1	-12	-4	4	-4	0.9	97	2	1	-0.5	9
O=C(CN1C2CCC1CC(NC(=O)Nc1ccccc1)C2)NCc1ccco1 (centres undefined)	1	-1	-4	-3	0.9	99	-3	2	.	26
CC(C)(C)c1ccc(-c2n[nH]c(=S)n2CC2CCCO2)cc1 (centres undefined)	-2	-2	0	1	1.3	96	1	0	-0.5	-14
O=c1c2cnn(-c3ccccc3)c2nc(-c2cccs2)n1-c1ccc(Cl)cc1	6	-3	-3	-7	-2.2	98	-2	5	-1.6	1
COc1cc(NC(=O)c2cc([N+](=O)[O-])ccc2N2CCOCC2)ccc1NC(=O)c1ccco1	6	-2	2	-3	-1.7	108	2	2	0.8	-4
O=C(CN1CCOCC1)Nc1nc2ccc(Cl)cc2s1	-2	-3	-5	-2	3.7	119	0	-4	-1.4	20
Cc1ccc(C(=O)N2CCCC(N3CCN(c4ccccc4F)CC3)C2)s1 (centres undefined)	-8	-3	0	-2	1.7	116	2	-3	-2.6	2
COc1ccc(-n2nc(C(=O)NCC(=O)NC3CCCCCC3)c3ccccc3c2=O)c(OC)c1	10	1	-1	-1	-0.6	.	-2	0	-0.9	-1
CCC(CC)C(=O)c1c[nH]c(C(=O)NCc2ccc(F)cc2)c1	-6	7	0	-1	-1.4	91	0	1	-0.7	0
C[C@H](CO)N1C[C@H](C)[C@@H](CN(C)Cc2ccc(Cl)c(Cl)c2)Oc2c(NC(=O)C3CCOCC3)cccc2C1=O	-2	-4	-2	5	3.3	103	1	.	-0.7	-20
COc1ccc(C(=O)Nn2cnc3ccccc3c2=O)c(OC)c1	0	-5	1	-5	0.6	124	0	-2	-1.7	3
CC1(c2ccccc2Cl)NC(=O)N(CC(=O)NCc2ccc3c(c2)OCO3)C1=O (centres undefined)	-6	-1	3	-4	-0.2	101	-2	-2	-1.4	3
O=C(O)Cc1ccc2ccc3ccccc3c2c1	.	.	0	.	.	100	.	18	.	0
COc1ccc(S(=O)(=O)NNC(=O)Nc2ccc(F)cc2)cc1	.	.	1	.	.	103	.	-2	.	24
Cc1cc(C)c(-c2noc(C(=O)OC(C)(C)C)c2C(=O)OC(C)(C)C)c(C)c1	1	-3	-8	-1	0.1	106	-13	-7	-0.2	15
Cc1ccc(NC(=O)NC2C(NC(=O)Nc3ccc(C)cc3)N(C)C(=O)N2C)cc1 (centres undefined)	-2	-1	-4	-1	0.9	131	3	30	-3.4	0
O=C(CCS(=O)(=O)c1ccccc1)Nc1ccccn1	-23	-5	-4	2	1.1	93	2	1	-4.2	-4
O=C(NNc1cccc(Cl)n1)c1ccccc1CC[N+](=O)[O-]	-7	0	-4	0	-1.7	99	-1	2	-1.3	55*
CCOc1ccc(CNC(=S)Nc2ccccc2)cc1Cl	-3	-2	0	-8	-1.5	108	-2	-7	-1.1	-17
S=C(Nc1ccccn1)c1ccccn1	-9	-2	2	4	-1.1	.	-5	13	-0.2	-5
CCOc1ccc(C2=[N+]([O-])C(C)(C)N(O)C2(C)C)cc1	1	-3	-1	-1	1.7	105	-1	2	.	23
Cc1ccc(NC(=O)Cc2ccc(Cl)cc2)cc1S(=O)(=O)N1CCCCCC1	-15	-5	2	1	1.3	.	-7	1	0.5	0
Cc1nn(-c2ccc(F)cc2)c(Cl)c1/C=C/C(=O)OCC(=O)Nc1ccc(F)cc1F	0	2	-1	2	0.9	109	-6	1	0.2	9
Cc1ccc(CNC(=O)c2ccc(N3CCC4(CC3)CC(c3ccccc3)=NO4)c(NC(=O)c3ccco3)c2)cc1	-5	-4	-1	3	0.8	93	-9	.	-1.3	4
O=C(NCc1csc(-c2cccs2)n1)Nc1ccc(C(F)(F)F)cc1	.	.	2	.	.	102	.	-1	.	-2
COc1ccc2[nH]c3c(c2c1)CCN1C(=O)C(CC(=O)NCCc2ccccn2)C[C@H](C(=O)N2CCOCC2)[C@@]31C (some centres undefined)	-4	-9	1	1	-0.3	100	1	.	-1.2	3
CSc1nc(-c2ccc(Cl)cc2)c(C#N)c(=O)[nH]1	2	-5	3	0	-1.2	92	6	0	-4.2	-6
CCn1c(=O)cc(SCC(=O)N2CCC(C)CC2)c2ccccc21	-1	-4	6	-7	-0.6	94	1	1	0.0	8
CCN(CC)S(=O)(=O)c1cccc(C(=O)N/N=C/c2cccc(O)c2O)c1	9	0	0	-1	-1.0	102	6	.	-2.8	49
CCOC(=O)c1[nH]c(C)c(C(=O)/C=C/c2ccc(C(=O)O)cc2)c1C	5	1	-5	2	-0.9	105	-2	5	-1.8	-5
Cc1cc(Nc2c(C)cccc2C)n2nc(C)nc2n1	1	-1	1	-3	-0.7	109	3	.	-0.3	-2
Cc1nc(C(C)NC(=O)c2cc(COc3ccc(F)c(F)c3)on2)cs1 (centres undefined)	-1	-3	1	4	0.5	97	-1	-15	-2.9	-7
Cn1c(Cl)cnc1C1CC(=O)c2cc(Cl)ccc2O1 (centres undefined)	-24	-3	-2	4	1.9	113	0	.	-1.5	-8
CCOC(=O)Cn1c(=S)[nH]c2c(oc3ccc(Cl)cc32)c1=O	-10	0	-2	3	-0.6	100	-1	.	-0.9	-11
COC(=O)CSc1snnc1-c1ccc(Cl)cc1Cl	-5	-6	4	5	2.2	105	-4	.	-0.6	-3
CS(=O)(=O)N(CC(=O)NC1CCCCCC1)Cc1ccccc1	-3	-4	-3	-9	-0.8	127	3	-1	-2.4	-3
COc1ccccc1OCc1n[nH]c(=S)n1Cc1ccccc1	3	-4	1	-2	-0.5	98	8	5	-1.9	11
CC(NC(=O)CCNC(=O)c1ccc(Br)cc1)c1ccc(S(N)(=O)=O)cc1 (centres undefined)	-7	-2	3	1	-1.8	101	-1	0	-2.5	27
Cc1ccc(Sc2c(O)c3ccccc3n(C)c2=O)cc1	-17	-6	3	-3	-0.3	87	3	-23	-3.4	-3
CC(C)[C@H](NC(N)=O)C(=O)NCCc1ccc(Cl)cc1	1	-3	5	-4	-2.9	104	-3	-1	-0.9	19
COc1ccc(C(=O)NCC(c2cccs2)N2CCOCC2)cc1OC (centres undefined)	-8	-6	-1	-2	0.7	.	-1	-1	-0.8	-2
NNc1nc(-c2ccccc2Cl)c2cc(Br)ccc2n1	-3	-8	2	-1	-0.2	94	-4	2	.	24
Cc1ccc2c(CC(=O)OC(C)C(=O)Nc3ncc(Cl)cc3Cl)coc2c1 (centres undefined)	-9	-21	7	-6	-2.3	131	-3	-2	-2.0	-1
OC[C@@H]1[C@@H](c2ccc(F)cc2)C(c2ccccc2)=NN1c1ccccc1	-3	-3	2	-3	0.8	102	-1	.	0.2	0
CN(C(=O)C1CCCO1)c1nnc(-c2cnccn2)s1 (centres undefined)	-5	3	-1	-3	0.0	102	0	-3	-0.5	10
COc1ccc(Nc2ncc(C(=O)N3CCC(C(N)=O)CC3)c3ccccc23)cc1	10	71*	1	-2	-2.9	.	-3	-1	-1.3	18
CC1CN(C(=O)c2ccc(Br)c(S(=O)(=O)N3CCOCC3)c2)CC(C)O1 (centres undefined)	-6	-2	0	1	0.2	108	1	0	-1.6	16
O=C(Oc1cccnc1)c1ccc([N+](=O)[O-])cc1Cl	-9	4	-2	4	-1.4	99	-3	-6	-0.3	11

Compounds from the list above containing an NH in an aromatic ring, in the order listed:
SMILES	Cardiac RTF inh	CAL PDZ FP-1	V-ATPase pHluor	Keap1-Nrf2 PPI	LANA DNA inh	DSG3 Ab inh	DAGLB inhibitor	NSD2 HMT inh	CAL PDZ FP-2	Arr AP2 block
C(=N\n1cnnc1)/c1nc2ccccc2[nH]1	2	2	3	0	0.1	.	1	1	-0.9	2
CCOc1ccc(-n2c(-c3ccccc3)c[nH]c2=S)cc1	-1	0	6	-3	0.2	96	3	2	0.4	9
CC(C)(C)c1ccc(-c2n[nH]c(=S)n2CC2CCCO2)cc1 (centres undefined)	-2	-2	0	1	1.3	96	1	0	-0.5	-14
CCC(CC)C(=O)c1c[nH]c(C(=O)NCc2ccc(F)cc2)c1	-6	7	0	-1	-1.4	91	0	1	-0.7	0
COc1ccc2[nH]c3c(c2c1)CCN1C(=O)C(CC(=O)NCCc2ccccn2)C[C@H](C(=O)N2CCOCC2)[C@@]31C (some centres undefined)	-4	-9	1	1	-0.3	100	1	.	-1.2	3
CSc1nc(-c2ccc(Cl)cc2)c(C#N)c(=O)[nH]1	2	-5	3	0	-1.2	92	6	0	-4.2	-6
CCOC(=O)c1[nH]c(C)c(C(=O)/C=C/c2ccc(C(=O)O)cc2)c1C	5	1	-5	2	-0.9	105	-2	5	-1.8	-5
CCOC(=O)Cn1c(=S)[nH]c2c(oc3ccc(Cl)cc32)c1=O	-10	0	-2	3	-0.6	100	-1	.	-0.9	-11
COc1ccccc1OCc1n[nH]c(=S)n1Cc1ccccc1	3	-4	1	-2	-0.5	98	8	5	-1.9	11
